Assay outcomes as filed in PubChem BioAssay.
CHRM1 PAM: potentiates human M1 receptor response to acetylcholine; CHO-K1 hM1, Fluo-8 calcium fluorescence, ACh EC20; 0% = ACh EC20, 100% = maximal ACh; 360,000 tested, 0.088% active; AID 588819; activation, % at 3 µM; in the data active = activation above about 19%, passing the limit was not always enough
Target sequence (P11229 whole entry, looked up): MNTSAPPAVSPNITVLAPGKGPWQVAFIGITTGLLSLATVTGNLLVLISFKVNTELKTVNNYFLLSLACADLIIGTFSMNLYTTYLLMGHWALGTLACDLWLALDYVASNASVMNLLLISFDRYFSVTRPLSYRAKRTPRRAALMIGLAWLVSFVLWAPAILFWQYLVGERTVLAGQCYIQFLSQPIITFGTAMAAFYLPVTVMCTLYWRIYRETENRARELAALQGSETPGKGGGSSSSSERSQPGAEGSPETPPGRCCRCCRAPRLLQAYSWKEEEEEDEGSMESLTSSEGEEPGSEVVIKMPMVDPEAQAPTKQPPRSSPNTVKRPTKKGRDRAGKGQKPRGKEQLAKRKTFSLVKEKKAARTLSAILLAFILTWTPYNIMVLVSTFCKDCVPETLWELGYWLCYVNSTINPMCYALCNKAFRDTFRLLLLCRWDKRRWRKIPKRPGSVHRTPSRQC
TAAR1 ag: human TAAR1 agonism. activation, % at 3 µM. CHO RD-HGA16 TAAR1, Fluo-8 calcium fluorescence; vehicle wells 0%, saturating PEA agonist 100%. AID 624467. 360,000 tested, 0.99% active. Q96RJ0;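 active = activation above the mean activation of all test compounds in the run plus 3 SD, cut at about 38% in these data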
Target sequence (Q96RJ0 whole entry, looked up): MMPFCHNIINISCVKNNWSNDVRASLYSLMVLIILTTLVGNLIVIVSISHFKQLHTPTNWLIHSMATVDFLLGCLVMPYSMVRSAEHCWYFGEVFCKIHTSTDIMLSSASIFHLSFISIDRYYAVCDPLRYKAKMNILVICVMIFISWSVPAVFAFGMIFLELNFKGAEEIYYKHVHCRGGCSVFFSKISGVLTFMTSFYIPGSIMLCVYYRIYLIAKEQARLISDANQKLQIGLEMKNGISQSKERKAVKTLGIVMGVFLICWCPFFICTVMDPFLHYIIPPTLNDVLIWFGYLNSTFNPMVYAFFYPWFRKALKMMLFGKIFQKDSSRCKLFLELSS
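Repeats: no replicates (n 1) | Material: CHO-derived RD-HGA16 cells with stable Gα16 and human TAAR1 | Technique: Kinetic Fluo-8 calcium fluorescence | Schedule: 17-24 h seeding, 75 min 37 °C dye, 30 min RT | Evaluation: % activation from peak over basal fluorescence ratio, DMSO-to-PEA scaled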
CHRM1 antagonist: antagonists of human M1 muscarinic receptor; P11229; CHO-K1 hM1, Fluo-8 calcium fluorescence, ACh EC80 antagonist; inhibition, % at 3 µM; 360,000 tested, 1.3% active;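 active = percent inhibition above its own plate's cutoff, namely the mean of that plate's compound wells plus 3 SD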;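 also: peak over basal fluorescence ratio during 140 s after agonist addition; 0% = ACh EC80 plus DMSO and 100% = DMSO alone without agonist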
TAAR1 antagonist: human TAAR1 antagonism | 360,000 tested, 1.5% active | CHO RD-HGA16 TAAR1, Fluo-8 calcium fluorescence, antagonist | inhibition, % at 3 µM | Q96RJ0;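 active = inhibition above a per-plate cutoff, the mean inhibition of test compounds on that plate plus 3 SD, cut at about 49% in these data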;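 also: 0% = DMSO plus EC80 beta-PEA response and 100% = DMSO alone without agonist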
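Test system – hTAAR1-expressing CHO RD-HGA16 cells, Gα16-coupled · Also added – β-PEA at EC80 concentration, post-compound challenge · Compound – 3 µM, single point · Incubation – dye loading 75 min at 37 °C, then 30 min room temperature · Measured by – Fluo-8 intracellular calcium dye fluorescence, real-time kinetic reads · Benchmarks – vehicle and agonist controls · Replicates – singlicate, one well per test compound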
V1R ag counter: V1a receptor agonism, counter-screen for OXTR agonists. CHO-V1R cells, Fluo-8 calcium fluorescence, agonist mode; 0% DMSO, 100% 3 nM vasopressin. 320,000 tested, 0.25% active. P37288. AID 2797. activation, % at 3 µM;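 active = activation above the mean activation of all tested compounds plus 3 SD, per screening run, cut at about 20% in these data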;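 also: signal is peak over basal fluorescence ratio across a 100 second FLIPR read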
OXTR agonist: activates the human oxytocin receptor; CHO-OTR cells, Fluo-8 calcium fluorescence; normalized: DMSO 0%, oxytocin 100%; activation, % at 3 µM; 320,000 tested, 0.32% active; AID 2435;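 active = activation above the mean of all tested compounds plus 3 SD, cutoff set per screening run, cut at about 20% in these data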;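 also: peak over basal fluorescence ratio from a 100 s FLIPR kinetic read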
OXTR potentiator: human OXTR potentiation; CHO-OTR cells, Fluo-8 calcium fluorescence, potentiator mode; 0% = oxytocin EC15, 100% = EC100; activation, % at 3 µM; 320,000 tested, 0.061% active;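 active = activation above that plate's cutoff, the mean activation of tested compounds plus 3 SD, cut at about 6.6% in these data, passing the limit was not always enough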;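 also: 100% uses oxytocin at 75 nM as the full agonist control; some results filed as inactive read as strong as hits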
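System: human OTR in CHO cells / Also added: sub-maximal oxytocin, roughly EC15 / Control set: EC15 oxytocin low, 75 nM oxytocin high / Schedule: 6 min compound pre-incubation at room temperature, 100 s kinetic read / Compound: single-point 3.0 µM / Replication: singlicate / Technique: Fluo-8 calcium dye fluorescence / Read-out basis: % activation of max/min ratio relative to oxytocin controls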
CHO parental Ca: counter-screen for OX1R antagonists: effect in parental CHO cells; 330,000 tested, 0.63% active; parental CHO-K1, ATP-induced calcium, Fluo-8 fluorescence; inhibition, % at 5.6 µM;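 active = inhibition above that plate's mean sample inhibition plus 3 SD, cut at about 26% in these data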;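 also: 0% = ATP-challenged DMSO wells and 100% = DMSO wells without ATP; some compounds past the cut are filed as inactive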
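Test system: parental CHO cells; detection: calcium-sensitive Fluo-8 fluorescence; evaluation: percent inhibition of calcium signal; also added: ATP as calcium-mobilizing challenge; repeats: one well per compound; control set: ATP-challenged DMSO wells low, unchallenged DMSO wells high; compound: single nominal dose of 5.6 µM per compound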
CHRM1 agonist: human M1 muscarinic receptor agonism | 360,000 tested, 0.33% active | activation, % at 3 µM | AID 588814 | CHO-K1 hM1, Fluo-8 calcium fluorescence, agonist mode; 0% DMSO, 100% acetylcholine EC100;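 active = activation above the run's mean compound activation plus 3 SD, cut at about 16% in these data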;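 also: peak over basal fluorescence ratio within a 140 s kinetic read after compound addition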
* marks the source's active call; other numbers are inactive results; . = not tested or not shown. This is a random part of the collection; about 3.7% have a hit in one of these screens.

entry	molecule	CHRM1 PAM	TAAR1 ag	CHRM1 antagonist	TAAR1 antagonist	V1R ag counter	OXTR agonist	OXTR potentiator	CHO parental Ca	CHRM1 agonist
1	COc1cc2c(cc1NC(=O)C(c1ccccc1)c1ccccc1)CCCC2	2	10	-8	16	-1.1	-1.2	-13	32*	-4
2	CCOc1ccc(NC(=O)CN2C(=O)NC(CCSC)C2=O)cc1 (configuration not stated)	8	2	-10	-16	-0.3	-0.8	-12	-18	-1
3	CCOC(=O)Cc1ccc2sc(-c3ccccc3)nc2c1	12	-2	-5	-15	0.7	-1.8	-5	-19	-6
4	CC(C)(C)C1CCc2onc(C(=O)Nc3ccc(F)cc3F)c2C1 (configuration not stated)	-2	2	-1	-5	0.5	-1.2	2	-34	-7
5	COc1ccc(CCNC(=O)C2CCN(S(=O)(=O)N3CC(C)CC(C)C3)CC2)cc1OC (configuration not stated)	4	4	-4	-8	3.5	3.6	-5	-22	-5
6	O=C(COC(=O)c1cccc([N+](=O)[O-])c1)NC1CCCC1	4	3	1	-17	0.6	0.7	-1	-4	-6
7	CCc1ccc(N(C(=O)CNC(=O)c2ccco2)C(C(=O)NC2CCCC2)c2cccnc2)cc1 (configuration not stated)	9	5	-10	-3	-0.3	0.2	-6	1	-2
8	CCCCOP(=O)(OCCCC)C(O)c1ccc(Br)cc1 (configuration not stated)	-5	5	4	-9	1.4	0.1	-11	-13	-7
9	CC(=O)NC(c1ccc(Cl)cc1)c1ccc2cccnc2c1O (configuration not stated)	11	2	-12	1	.	.	.	.	-1
10	Cc1ccc(S(=O)(=O)NCC(C)n2cncn2)cc1C (configuration not stated)	2	0	1	-1	0.7	0.2	-6	-13	-2
11	Cn1c(=O)c2c(SCc3ccccn3)nc(CC(C)(C)C)nc2n(C)c1=O	-13	-2	-2	-12	-1.6	-2.3	-1	-23	-9
12	COC(=O)c1ccc(N2C(=O)CC(N(C)Cc3ccccc3)C2=O)cc1 (configuration not stated)	6	2	-1	-10	-0.3	0.7	-5	-12	-3
13	CC(C)C[C@@]12C(=O)N(c3cccc(Cl)c3)C(=O)N1[C@H](c1ccc(F)cc1)[C@@H]1C(=O)N(C3CCCCC3)C(=O)[C@@H]12	10	4	-13	6	0.2	-0.4	-5	-33	-5
14	Cc1nc(NC(=O)c2cccs2)ccc1Br	12	9	-8	-8	-0.8	-1.1	2	7	-8
15	Cc1cn(C(=O)c2ccccc2)c(=S)n1-c1ccc(Br)cc1	7	8	-3	-6	-1.3	-0.8	3	-28	-1
16	O=C(CN1C(=O)NC(CCc2ccccc2)C1=O)Nc1cccc(Br)c1 (configuration not stated)	7	22	-6	-9	2.5	4.0	-5	-11	-4
17	O=C(Cn1cc(SCc2cccc(Cl)c2)c2ccccc21)N1CCOCC1	4	2	0	-16	1.4	-0.1	-8	-8	-4
18	COC(=O)c1sccc1NC(=O)CC1C(=O)NCCN1C(=O)c1ccc(N(C)C)cc1 (configuration not stated)	-2	2	3	-2	-0.1	-0.9	-1	-1	0
19	CC/C(=C\c1oc2cc3ccccc3cc2[n+]1CC)Nc1ccccc1	10	5	3	5	-0.3	0.1	-3	13	-2
20	Cc1cc(C)cc(C(=O)N2CCC(CCC(=O)NC3CC3)CC2)c1	20	0	-1	-19	0.5	-1.3	-3	-4	7
21	Cc1cc(C(=O)NCC(=O)OCC(=O)N(C2CCCCC2)C2CCCCC2)ccc1[N+](=O)[O-]	-18	2	10	12	-0.8	-3.2	0	-35	-8
22	Cc1ccc(-c2noc(CN(C(=O)CCCN3C(=O)c4ccccc4C3=O)C(C)C)n2)cc1	-1	7	-15	7	8.9	4.5	-24	-16	1
23	Cc1cc(C(=O)OCC(=O)N2CC(=O)Nc3ccccc32)c(C)n1-c1ccc(F)cc1	0	2	-3	10	-0.6	-2.4	-15	-24	-8
24	COCC1CCN(C(=O)CCc2nnc(C3(c4ccc(Cl)cc4)CCC3)o2)CC1	18	0	-5	-24	1.5	-0.8	-15	-6	4
25	COc1ccc(Br)cc1CN1CCN(S(=O)(=O)Cc2ccccc2)CC1	9	0	-6	56*	3.5	-0.8	-7	-19	0
26	O=C(c1ccccc1Cl)N(Cc1ccc(Br)cc1)N1C(=O)CCC1=O	10	0	-16	-2	-0.3	1.1	0	3	-4
27	COC(=O)Cc1nc2c(N)nc(N)nc2[nH]c1=O	2	4	-1	-12	.	.	.	.	0
28	COc1cccc(-c2sc3ccc(OC)cc3c2-c2ccc(O)cc2)c1	7	0	-3	29	-0.3	0.0	-6	-10	1
29	O=C(Nc1ccc(Nc2ccccc2)cc1)C(Cl)(Cl)Cl	-20	5	14	8	-0.2	1.1	-8	-11	-15
30	Cc1ccc2nc(-c3ccccn3)c(NC3CCCC3)n2c1	-2	13	3	33	-1.3	-2.8	5	-21	-11
31	CC(Oc1ccccc1)C(=O)OCC(=O)NC(=O)NCc1ccco1 (configuration not stated)	2	7	1	-23	-0.6	-0.2	-6	-9	-2
32	CN(C)c1ccc(C2N(c3ccc(Cl)cc3)C(=O)C3CCCN32)cc1 (configuration not stated)	4	3	-6	-5	0.5	0.6	-5	-9	-14
33	CNC(=O)c1c[nH]c2ccc(S(=O)(=O)Nc3cccc(SC)c3)cc2c1=O	15	2	-10	-5	.	.	.	.	-5
34	O=C(N/N=C\C=C\c1ccco1)c1cncc(Br)c1	3	1	-3	-25	0.7	-1.6	-7	11	-2
35	O=C(CN1CCN(CC(=O)c2ccc(F)cc2)CC1)Nc1ccccc1Cl	-4	5	-17	-4	0.4	-0.3	-7	-7	-5
36	CCOC(=O)c1cccc(C(=O)Oc2ccccc2)n1	4	-1	0	11	-0.3	0.4	-6	5	-3
37	CN1CCC(N(C)C(=O)/C=C/c2cn(-c3ccccc3)nc2-c2cccs2)CC1	3	5	1	-1	0.6	1.6	-5	-16	-4
38	CCCCCCCCCCS(=O)(=O)N/N=C/c1ccccc1OC	3	0	-6	12	0.4	-0.7	0	-12	-1
39	O=C(CN1C(=O)/C(=C/c2c(F)cccc2Cl)Oc2ccccc21)NCc1ccco1	.	.	.	.	1.1	-0.9	-12	-5	.
40	COc1cccc(CNC(=O)CCC(=O)N2CCSc3ccccc32)c1OC	-5	3	8	-3	2.8	1.1	-10	-5	-2
41	O=[N+]([O-])c1cc(Cl)ccc1NCCc1ccccn1	10	-2	-14	-11	-0.5	-0.2	-9	-19	-7
42	COc1ccc(-c2noc(CSc3nnc(Cc4ccccc4)n3-c3cccc(C)c3)n2)cc1OC	-10	5	19	11	-0.5	-1.1	-8	-12	-7
43	CCN(CC(=O)Nc1ccc(NC(C)=O)cc1)C(=O)Cc1ccc(S(=O)(=O)N2CCOCC2)s1	-2	0	0	14	-0.3	-0.1	-8	-3	-2
44	CCOC(=O)c1c(C)n(C)c2ccc(OC)c(NC(=O)CN3CCC(C(=O)OCC)CC3)c12	0	1	-1	-9	-0.8	-0.3	-8	-14	1
45	CCn1c(CNC(=O)c2ccccc2)nc2ccccc21	-6	2	-7	27	0.9	0.8	3	-10	-3

Eight of the compounds above, in transposed form.
31. CC(Oc1ccccc1)C(=O)OCC(=O)NC(=O)NCc1ccco1 (configuration not stated)
32. CN(C)c1ccc(C2N(c3ccc(Cl)cc3)C(=O)C3CCCN32)cc1 (configuration not stated)
33. CNC(=O)c1c[nH]c2ccc(S(=O)(=O)Nc3cccc(SC)c3)cc2c1=O
34. O=C(N/N=C\C=C\c1ccco1)c1cncc(Br)c1
35. O=C(CN1CCN(CC(=O)c2ccc(F)cc2)CC1)Nc1ccccc1Cl
36. CCOC(=O)c1cccc(C(=O)Oc2ccccc2)n1
37. CN1CCC(N(C)C(=O)/C=C/c2cn(-c3ccccc3)nc2-c2cccs2)CC1
38. CCCCCCCCCCS(=O)(=O)N/N=C/c1ccccc1OC
Screen / compound no.	31	32	33	34	35	36	37	38
CHRM1 PAM	2	4	15	3	-4	4	3	3
TAAR1 ag	7	3	2	1	5	-1	5	0
CHRM1 antagonist	1	-6	-10	-3	-17	0	1	-6
TAAR1 antagonist	-23	-5	-5	-25	-4	11	-1	12
V1R ag counter	-0.6	0.5	.	0.7	0.4	-0.3	0.6	0.4
OXTR agonist	-0.2	0.6	.	-1.6	-0.3	0.4	1.6	-0.7
OXTR potentiator	-6	-5	.	-7	-7	-6	-5	0
CHO parental Ca	-9	-9	.	11	-7	5	-16	-12
CHRM1 agonist	-2	-14	-5	-2	-5	-3	-4	-1

2 compounds picked at random from the list so far:
entry	molecule	CHRM1 PAM	TAAR1 ag	CHRM1 antagonist	TAAR1 antagonist	V1R ag counter	OXTR agonist	OXTR potentiator	CHO parental Ca	CHRM1 agonist
36	CCOC(=O)c1cccc(C(=O)Oc2ccccc2)n1	4	-1	0	11	-0.3	0.4	-6	5	-3
39	O=C(CN1C(=O)/C(=C/c2c(F)cccc2Cl)Oc2ccccc21)NCc1ccco1	.	.	.	.	1.1	-0.9	-12	-5	.

Other structures.
entry	molecule	CHRM1 PAM	TAAR1 ag	CHRM1 antagonist	TAAR1 antagonist	V1R ag counter	OXTR agonist	OXTR potentiator	CHO parental Ca	CHRM1 agonist
46	Cc1cc(C(=O)N2CCCC(N3CCN(c4cccc(C(F)(F)F)c4)CC3)C2)nn1C (configuration not stated)	-6	1	13	-24	2.0	0.5	-2	-26	-3
47	Cc1ccc(S(=O)(=O)N(CC(=O)N=Nc2c(O)[nH]c3ccccc23)c2ccc(C)c(C)c2)cc1	7	3	-7	-22	-0.3	-2.0	-8	-8	-3
48	CC(c1ccco1)N(C(=O)c1ccccc1NS(=O)(=O)c1ccc(Cl)cc1)c1ccccn1 (configuration not stated)	-5	5	5	-3	1.0	-2.7	-5	-12	-10
49	CCC(C)NC(=O)NC(=O)N(C1CCCCC1)S(C)(=O)=O (configuration not stated)	5	20	-10	-18	-0.1	-0.7	-13	0	-1
50	Cc1cc(NC(=O)CSc2nc3ccccc3n2CC(=O)N2CCCCC2)no1	-1	1	5	3	0.2	2.0	-6	-6	-2
51	CCn1nc(C(=O)NNC(=O)C2CSC3(C)CCC(=O)N23)c2ccccc2c1=O (configuration not stated)	2	4	6	-10	0.0	-0.1	-7	-16	-3
52	CCC(=O)NCCc1nc2cc(NC(=O)COc3ccccc3)ccc2n1C	11	2	2	-6	3.2	1.1	-6	0	2
53	Cc1cccc(-c2nc3ccccc3c(=O)n2N)c1	-1	5	6	13	-0.2	-2.1	-1	-9	-4
54	O=C(NCCN1CCOCC1)c1cc(-c2ccc(Cl)cc2Cl)on1	21	0	-14	-10	3.1	4.7	-1	-10	-2
